Source: PubChem BioAssay
miR122 inh: miR-122 inhibition in Huh7 cells; Huh7 miR-122 Renilla luciferase sensor, 48 h; neutral wells = 0, positive control = 100; activation (reporter increase), % at 12.5 µM; 340,000 compounds, 0.3% hits;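 active means mean replicate activation score at least 90 and every replicate individually at or above 90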;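 further: higher luciferase means less miR-122 activity so hits act as miR-122 inhibitors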
LGR2 inh: Drosophila LGR2 receptor signaling inhibition. HEK293 LGR2, CRE-luciferase, bursicon-stimulated, 4 h. inhibition, % at 9.99 µM. 380,000 compounds, 0.35% hits. AID 720647;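 active means drop in luminescence signal, shown as inhibition above about 50% in the replicate tests, limit read from the data, passing the limit was not always enough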;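 further: agonist challenge used bursicon conditioned medium at about half maximal strength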
FN deposition inh: fibronectin deposition inhibition. AID 743247. AH1F fibroblasts, Alexa488-fibronectin deposition fluorescence, overnight. inhibition, % at 12.6 µM. 350,000 compounds, 0.086% hits;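 active means mean inhibition across replicates of 30% or more, regardless of how many single replicates reach that level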;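 further: positive control wells lacked labelled fibronectin entirely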
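Assay system: AH1F fibroblasts assembling fluorescent fibronectin matrix; Amount: 10000 AH1F cells per well; Buffer or medium: DMEM, 2% serum; Probe or stimulus: Alexa488-fibronectin, 24 nM final in well; Doses: single compound dose, delivered by pin transfer; Incubation: 1 h adhesion, overnight exposure; Measured by: fluorescence 485/525 nm; Read-out: fibronectin deposition inhibition.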
PAX8 reporter: inhibitors of PAX8 transcriptional activity in RMG-I cells. RMG-I TPO-luciferase reporter, SteadyGlo, 24 h. 360,000 compounds, 1.2% hits. inhibition, % at 12.6 µM;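 active means mean replicate inhibition at least 60% with every replicate also reaching 60%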;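 further: luciferase light reporting Pax8 driven TPO promoter activity; plate controls were median of neutral control wells for no effect and mitoxantrone controls for full effect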
CASP6 VEID inh: caspase-6 (human) enzyme inhibition; purified caspase-6, Z-VEID-R110 cleavage fluorescence; inhibition, % at 12.5 µM; 350,000 compounds, 0.53% hits;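 active means mean inhibition across replicates at least about 35%, with every replicate also reaching that limit, limit read from the data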;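 further: 0% = median of neutral control wells and 100% = no fluorescence left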
Target sequence (P55212 24-179 limits assumed): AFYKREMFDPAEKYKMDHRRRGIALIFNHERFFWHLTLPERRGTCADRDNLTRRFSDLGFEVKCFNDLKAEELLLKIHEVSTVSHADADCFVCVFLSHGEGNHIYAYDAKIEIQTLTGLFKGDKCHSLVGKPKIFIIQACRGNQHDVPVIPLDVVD
Target sequence (P55212 194-293 limits assumed): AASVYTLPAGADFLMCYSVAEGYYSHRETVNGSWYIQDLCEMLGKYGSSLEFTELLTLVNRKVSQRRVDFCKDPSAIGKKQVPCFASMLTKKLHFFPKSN
PGC1a acetyl inh: PGC1a acetylation modulation, inhibitor mode | 350,000 compounds, 0.17% hits | AID 651687 | U2OS PGC1a acetylation, AlphaScreen anti-acetyl-lysine; with virally co-expressed GCN5 acetyltransferase | inhibition, % at 15.6 µM;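 active means every replicate shows inhibition of at least 40%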;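 further: 0% = neutral control wells and 100% = positive control wells; some results beyond the cut were filed as inactive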
EWS-Fli block: EWS/Fli transcriptional activity inhibition. A673 NR0B1-luciferase reporter, viability-normalised. inhibition, % at 12.6 µM. 350,000 compounds, 0.67% hits. AID 651661;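 active means mean inhibition of at least 50% after viability correction, with every replicate also passing that limit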;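 further: firefly luciferase signal divided by Alamar Blue viability fluorescence both relative to DMSO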
Cneo AK release: causes C. neoformans cell lysis | adenylate kinase release luminescence, 4 h; normalised: neutral wells 0, clomiphene wells 100 | lysis activity, % at 15 µM | 360,000 compounds, 0.2% hits | AID 651654;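 active means mean lysis activity across replicates of at least 80%, whatever share of replicates individually reach that level; inactive means mean lysis activity below 80%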
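Test system: log-phase Cryptococcus neoformans yeast cells; Quantity: yeast cell density of 5 × 10^6 cells/mL; Buffer or medium: YPD; Doses: single compound concentration per well; Timing: 4 h at 37 °C static, read 1 h later; Measured by: AK luminescence; Read-out basis: lysis from increased AK signal; Control set: Clomiphene as positive control.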
* = called active by the depositor; [ ] = another dose, or the depositor's remark.

`CC1(C(=O)NCC2CC2)Cc2c(-c3cccc(C(N)=O)c3)ccnc2O1` (centres undefined) gave miR122 inh 0.2, LGR2 inh -4.5, FN deposition inh 0.9, CASP6 VEID inh -0.7, PGC1a acetyl inh 2.8, EWS-Fli block 9.8 and Cneo AK release -2.5.
`O=C(O)c1ccccc1C(=O)OCCCCOC(=O)c1ccccc1C(=O)O` gave miR122 inh 52.3, FN deposition inh -1.9, PGC1a acetyl inh -5.3 and Cneo AK release -1.5.
For CCN(C(=O)COC(=O)c1ccc2c(=O)n3c(nc2c1)CCC3)C1CCS(=O)(=O)C1 (centres undefined) the results were miR122 inh 0.5, LGR2 inh 0.6, FN deposition inh 2.2, PAX8 reporter 14.8, PGC1a acetyl inh -18.7 and EWS-Fli block -0.4.
Screening Cc1csc2nc(O)c(C(=O)NC3CCCCC3)c(=O)n12 returned miR122 inh 0.8, LGR2 inh -3.1, FN deposition inh -10.3, PAX8 reporter -14.0, CASP6 VEID inh -4.4, PGC1a acetyl inh -1.4, EWS-Fli block -3.2 and Cneo AK release -2.8.
For COc1ccccc1-n1c(SCC(N)=O)nc2c(c1=O)SCC2 the results were miR122 inh -4.1, LGR2 inh 10.6, FN deposition inh -7.2, PAX8 reporter -0.5, CASP6 VEID inh -1.0, PGC1a acetyl inh 7.2, EWS-Fli block -28.5 and Cneo AK release -1.7.
`O=S(=O)(NC1CCN(Cc2ccc(OCCO)cc2)CC1)c1cccc2cccnc12` gave CASP6 VEID inh 1.0, PGC1a acetyl inh -2.1, EWS-Fli block 4.8 and Cneo AK release 7.8.
For CC1CCCN(Cc2c(O)ccc3c2O/C(=C\c2ccco2)C3=O)C1 (centres undefined) the results were LGR2 inh 4.2, FN deposition inh 3.5, PAX8 reporter 2.7, CASP6 VEID inh 10.1 and EWS-Fli block -0.7.
COCCNC(=O)C(=O)NCC1OCCN1S(=O)(=O)c1cc(F)ccc1F (centres undefined) was read as miR122 inh -9.4, LGR2 inh 8.8, PAX8 reporter 9.9, CASP6 VEID inh -0.9, PGC1a acetyl inh 2.3 and Cneo AK release 2.1.
For CC(C)(c1ccccc1)c1ccc(OCc2ccc(C(=O)O)o2)cc1 the results were miR122 inh -2.2, LGR2 inh -149.5, FN deposition inh -2.2, PAX8 reporter -199.4, CASP6 VEID inh 3.3, PGC1a acetyl inh -10.4, EWS-Fli block -97.3 and Cneo AK release 10.5.
Screening COc1cccc(CNC(=O)CCCNC(=O)c2ccc(Cl)cc2)c1 returned miR122 inh -7.0, LGR2 inh 0.5, FN deposition inh -2.4, PAX8 reporter 21.6, CASP6 VEID inh -8.5, PGC1a acetyl inh -7.5, EWS-Fli block -4.2 and Cneo AK release 1.6.

Part of the list above in order of molecular weight, high to low.
`O=S(=O)(NC1CCN(Cc2ccc(OCCO)cc2)CC1)c1cccc2cccnc12` gave CASP6 VEID inh 1.0, PGC1a acetyl inh -2.1, EWS-Fli block 4.8 and Cneo AK release 7.8.
`CC1(C(=O)NCC2CC2)Cc2c(-c3cccc(C(N)=O)c3)ccnc2O1` (centres undefined) gave miR122 inh 0.2, LGR2 inh -4.5, FN deposition inh 0.9, CASP6 VEID inh -0.7, PGC1a acetyl inh 2.8, EWS-Fli block 9.8 and Cneo AK release -2.5.
For COc1ccccc1-n1c(SCC(N)=O)nc2c(c1=O)SCC2 the results were miR122 inh -4.1, LGR2 inh 10.6, FN deposition inh -7.2, PAX8 reporter -0.5, CASP6 VEID inh -1.0, PGC1a acetyl inh 7.2, EWS-Fli block -28.5 and Cneo AK release -1.7.

Further results.
Screening COC(=O)c1cc(NC(=O)COC(=O)C2COc3ccccc3O2)cc(C(=O)OC)c1 (centres undefined) returned miR122 inh 0.6, LGR2 inh 6.3, FN deposition inh 13.3, PAX8 reporter -4.9, CASP6 VEID inh 3.7, PGC1a acetyl inh 1.7, EWS-Fli block 4.2 and Cneo AK release -5.0.
COc1ccc(NC(=O)N(C)C[C@@H]2Oc3ncc(C#C[C@@H](C)O)cc3C(=O)N([C@@H](C)CO)C[C@H]2C)cc1 was read as miR122 inh 8.8[16.7 µM], LGR2 inh -24.6, CASP6 VEID inh 8.5, PGC1a acetyl inh 11.1, EWS-Fli block -10.5 and Cneo AK release 50.7.
`C[C@H]1CCCCO[C@@H](CN(C)Cc2ccncc2)[C@@H](C)CN([C@@H](C)CO)C(=O)c2cc(NC(=O)Cc3ccccc3)ccc2O1` gave miR122 inh -2.6[16.7 µM], LGR2 inh 15.0, FN deposition inh 0.8, PAX8 reporter 26.7, CASP6 VEID inh -1.5, PGC1a acetyl inh 6.6, EWS-Fli block 5.5 and Cneo AK release -4.8.
For C=CC[n+]1ccc2ccccc2c1C the results were LGR2 inh 4.6, FN deposition inh -5.8, PAX8 reporter 0.1, CASP6 VEID inh -36.6, PGC1a acetyl inh -16.8 and EWS-Fli block -5.9.
CC=Cc1ccc2n(c1=O)C[C@H]1[C@H](CO)[C@@H](C(=O)NCCc3cn(C)cn3)[C@@H]2N1C(=O)C1CCCC1 (mixture of isomers) was read as miR122 inh -0.7[16.7 µM], LGR2 inh 3.0, PAX8 reporter -6.9, PGC1a acetyl inh 16.1, EWS-Fli block 3.4 and Cneo AK release -0.4.
For COc1cccc(Nc2nc3ccccc3nc2-n2nc(C)cc2C)c1 the results were miR122 inh -1.9, LGR2 inh -9.5, FN deposition inh 1.2, PAX8 reporter 5.4, CASP6 VEID inh -0.1, PGC1a acetyl inh -5.4, EWS-Fli block 5.3 and Cneo AK release 5.1.
Screening CCOC(=O)N1CCC(NS(=O)(=O)c2ccc3c(c2)OCC(=O)N3)CC1 returned miR122 inh 15.6, FN deposition inh -3.6, PAX8 reporter -17.9, PGC1a acetyl inh -4.9 and Cneo AK release -0.1.
Screening O=C1c2cccc3cccc(c23)C(=O)N1/N=C/c1ccc(O)cc1O returned miR122 inh 0.1, LGR2 inh -23.4, FN deposition inh 9.5, PAX8 reporter 2.2, PGC1a acetyl inh -2.5 and Cneo AK release -2.6.
For COC(=O)C[C@@H]1C=C[C@H](NC(=O)Nc2ccc(C(F)(F)F)cc2)[C@H](CO)O1 the results were LGR2 inh 17.5, FN deposition inh 2.9, PAX8 reporter -5.7, CASP6 VEID inh 2.1, PGC1a acetyl inh -3.1, EWS-Fli block -15.9 and Cneo AK release -8.6.
For CCNC(=S)Nc1cccc(F)c1C the results were miR122 inh -4.5, LGR2 inh 14.2, FN deposition inh -2.0, PAX8 reporter -5.8, CASP6 VEID inh 16.5, PGC1a acetyl inh 1.4 and EWS-Fli block 5.6.
Screening CC(C)Cn1c2c(c(O)c(C(=O)Nn3c(Cc4ccccc4)nc4ccccc4c3=O)c1=O)CCCC2 returned LGR2 inh -2.9, FN deposition inh 13.8, PAX8 reporter 7.9, CASP6 VEID inh 1.4 and EWS-Fli block 18.1.
`CO[C@@H]1CN(C)C(=O)c2ccc(NC(=O)c3cnccn3)cc2OC[C@@H](C)N(C(C)=O)C[C@H]1C` gave miR122 inh 2.6[16.7 µM], LGR2 inh 1.7, FN deposition inh -10.3, CASP6 VEID inh -0.8, PGC1a acetyl inh 1.9, EWS-Fli block 2.1 and Cneo AK release 5.8.
`O=C(Nc1ccc(S(=O)(=O)N2CCCC2)cc1)c1ccc(CN2CCOCC2)cc1` gave miR122 inh -29.2, FN deposition inh 0.7, PGC1a acetyl inh 25.0 and Cneo AK release -1.1.
`C=C[C@@H]1c2ccccc2N(S(=O)(=O)c2ccc(C)cc2)[C@H](c2ccc(C(=O)OC)cc2)C1(C#N)C#N` gave miR122 inh 0.9, LGR2 inh 20.2, FN deposition inh 4.7, PAX8 reporter 34.4, CASP6 VEID inh -3.1, PGC1a acetyl inh -4.8, EWS-Fli block 7.6 and Cneo AK release -1.7.
For C/C(=N\OCC(=O)Nc1ccc(OC(F)(F)F)cc1)c1ccc2c(c1)OCCO2 the results were miR122 inh -8.4, LGR2 inh 11.9, FN deposition inh 11.3, PAX8 reporter -5.5, CASP6 VEID inh 0.5, PGC1a acetyl inh 13.1 and EWS-Fli block -2.6.
For COc1cc(OC)c(C2CC(=O)N3CN(C)CSC3=C2C#N)cc1OC (centres undefined) the results were miR122 inh -2.3, LGR2 inh 10.3, FN deposition inh 4.5, CASP6 VEID inh 3.0, EWS-Fli block -4.3 and Cneo AK release 2.4.
For O=C(CCc1ccccc1)C(=O)N1CCCC(C(=O)c2cccc(Cl)c2)C1 (centres undefined) the results were miR122 inh -6.1, LGR2 inh -11.8, FN deposition inh 12.2, PAX8 reporter -9.4, CASP6 VEID inh -4.1, PGC1a acetyl inh 1.3, EWS-Fli block 4.8 and Cneo AK release -0.9.
For O=C(NCCCN1CCOCC1)c1cc(-c2ccccc2)on1 the results were miR122 inh -3.4, LGR2 inh -53.9, CASP6 VEID inh 1.0, PGC1a acetyl inh 3.2, EWS-Fli block -68.5 and Cneo AK release -1.2.
Screening Cc1ccc(S(=O)(=O)N[C@@H]2CC[C@@H](CC(=O)NCc3ccncn3)O[C@H]2CO)cc1 returned LGR2 inh 3.1, PAX8 reporter -7.6, CASP6 VEID inh -1.6, PGC1a acetyl inh -0.7, EWS-Fli block -3.9 and Cneo AK release -1.9.
CC12CCC(C/C1=N\N=C1\NC(=O)/C(=C\c3ccc(Cl)cc3)S1)C2(C)C (centres undefined) was read as LGR2 inh 2.7, FN deposition inh 0.7, PAX8 reporter -34.7, CASP6 VEID inh -2.7 and EWS-Fli block -9.8.
Screening CCc1ccc(OCC(=O)N(Cc2ccccc2)C2CCS(=O)(=O)C2)cc1 (centres undefined) returned miR122 inh -4.0, LGR2 inh -5.5, FN deposition inh 2.3, PAX8 reporter 14.6, CASP6 VEID inh -1.4, PGC1a acetyl inh 8.6, EWS-Fli block -8.4 and Cneo AK release -0.6.
Screening NC(=O)c1ccc(-c2c(-c3ccccc3)sc3ccccc23)cc1 returned miR122 inh -12.0, LGR2 inh -1.8, FN deposition inh -2.9, PAX8 reporter 9.1, CASP6 VEID inh -0.5, EWS-Fli block 12.8 and Cneo AK release 0.4.
For COc1nc(N)c(S(=O)(=O)c2ccc(C)cc2)cc1C#N the results were miR122 inh -1.7, LGR2 inh -17.2, FN deposition inh -8.0, PGC1a acetyl inh -1.9 and Cneo AK release 7.6.
For COC(=O)c1cc(OC)c(OC)cc1NCC(=O)Nc1cccc(C(F)(F)F)c1 the results were LGR2 inh -2.2, FN deposition inh -4.2, PAX8 reporter 17.7, CASP6 VEID inh 0.2 and EWS-Fli block -5.0.
For COc1ccc(OCCCC(=O)N(C)CC(=O)Nc2c(C)cccc2C)cc1 the results were miR122 inh -0.5, LGR2 inh 5.9, FN deposition inh -0.2, PAX8 reporter -10.1, CASP6 VEID inh 0.2, PGC1a acetyl inh 10.2, EWS-Fli block -1.7 and Cneo AK release -4.7.
`COc1ccccc1N1CCN(C(=O)c2c(-c3ccccc3Cl)noc2C)CC1` gave miR122 inh 17.5, LGR2 inh 19.2, PGC1a acetyl inh -1.8 and Cneo AK release 0.7.
CN(C)/C=C/c1c([N+](=O)[O-])c2ccc(O)cc2n1-c1ccccc1 was read as miR122 inh -2.3, LGR2 inh 22.9, FN deposition inh 2.1, PAX8 reporter 2.1, CASP6 VEID inh 8.5, PGC1a acetyl inh 19.7 and EWS-Fli block -14.1.
For COc1ccc(CC(=O)NCc2nnc(SCC(=O)Nc3nccs3)n2C)cc1 the results were LGR2 inh -0.1, PAX8 reporter -11.2, CASP6 VEID inh -2.9 and EWS-Fli block 5.3.
